GLP-1R inv ag: inverse agonists of human GLP-1 receptor; P43220; HEK293 GLP-1R CRE-luciferase, luminescence, 24 h; GLP-1R form is constitutively active; Potency, µM (titrated, usually from 38.3 µM), inactives show at the highest dose activity change, negative = inhibition, usual class: inhibitors; actives 1.6% (n = 410,000); also: potency is read from the fitted curve at half-maximal effect; % is scaled to controls: 0 for no effect and ±100 for the full control effect; nearly all actives have a fitted effect of over 55% in size
Target sequence (P43220 whole entry, looked up): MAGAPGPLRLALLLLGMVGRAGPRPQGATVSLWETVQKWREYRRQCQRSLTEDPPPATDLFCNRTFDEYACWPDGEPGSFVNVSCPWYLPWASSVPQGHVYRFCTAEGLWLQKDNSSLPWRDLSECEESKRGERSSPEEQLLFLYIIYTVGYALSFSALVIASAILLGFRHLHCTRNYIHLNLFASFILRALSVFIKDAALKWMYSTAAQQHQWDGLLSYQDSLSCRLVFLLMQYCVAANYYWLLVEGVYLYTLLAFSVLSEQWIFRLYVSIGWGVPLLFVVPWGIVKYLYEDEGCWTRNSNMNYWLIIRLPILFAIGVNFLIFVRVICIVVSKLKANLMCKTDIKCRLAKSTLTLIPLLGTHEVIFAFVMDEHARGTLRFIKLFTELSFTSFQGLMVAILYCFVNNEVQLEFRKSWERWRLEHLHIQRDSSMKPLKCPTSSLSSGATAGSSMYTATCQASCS
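Inverse agonists were sought by their lowering of basal cAMP reporter luciferase output in HEK293 cells stably carrying constitutively active human GLP-1R, after 24 h compound treatment.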
D3 ag: agonists of human D3 dopamine receptor; D3R DiscoveRx beta-arrestin cells, luminescence, 90 min; max activation, %; actives 0.58% (n = 410,000); in the data active = max activation above about 30%; also: 0% is about no effect; mostly tested at two doses, the higher about 12 µM
Target sequence (P35462 whole entry, looked up): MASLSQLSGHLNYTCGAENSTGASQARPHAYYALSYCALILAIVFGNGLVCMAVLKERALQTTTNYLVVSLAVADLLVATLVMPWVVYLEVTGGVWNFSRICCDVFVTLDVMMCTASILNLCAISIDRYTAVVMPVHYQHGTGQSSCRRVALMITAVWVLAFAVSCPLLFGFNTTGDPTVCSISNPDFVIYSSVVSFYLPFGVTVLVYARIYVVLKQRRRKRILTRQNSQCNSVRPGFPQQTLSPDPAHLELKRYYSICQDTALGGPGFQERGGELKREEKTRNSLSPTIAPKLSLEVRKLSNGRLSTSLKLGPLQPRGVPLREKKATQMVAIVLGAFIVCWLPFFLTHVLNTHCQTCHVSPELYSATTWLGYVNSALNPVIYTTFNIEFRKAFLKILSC
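Cells at 1500/well, incubated overnight, then treated with pinned compounds (dopamine as control) for 90 min at 37 degrees C. DiscoveRx reagent added for 30 - 60 minutes at room temperature; luminescence read.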
HEK293 tox: cytotoxicity in counter-screen for GLP-1R inverse agonists. HEK293 cAMP-luciferase reporter cells, luminescence, 24 h. Potency, µM (titrated, usually from 38.3 µM), for inactives: at the highest dose activity change, negative = inhibition, actives largely listed as inhibitors. actives 0.13% (n = 410,000). AID 624418;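 also: loss of luciferase light is scored as toxicity; potency is read from the fitted curve at half-maximal effect; % is scaled to controls: 0 for no effect and ±100 for the full control effect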
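Compound-treated cells are incubated 24 hr at 37 deg C under 5% CO2 after a 12 hour attachment period, then luciferase detection reagent is added and luminescence is measured following 12 min at room temperature; lowered signal indicates toxicity.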
* = called active by the depositor; ? = inconclusive; [ ] = dose if it differs, or a comment. Unless noted, calls follow the shape of the dose curve; as a rule, active = well fitted curve in the direction sought with a large enough effect; inconclusive = small, poorly fitted or top-dose-only effect, or another doubt; inactive = no such curve, though single readings can be large; an effect the other way counts as inactive or inconclusive. An excerpt. The share of hits here may be higher or lower than overall.

SMILES	GLP-1R inv ag	D3 ag	HEK293 tox
CCN(CC)CCCNC(=O)c1ccc2nc(CCc3ccccc3)oc2c1	?	-18	18%
Cc1ccccc1Cn1c(C(=O)O)c(CNCc2cccc(F)c2)c2ccccc21	-4%	-24	2%
CCOc1ccccc1NC(=O)C(NS(=O)(=O)c1ccc2c(c1)CCC(=O)N2)c1ccccc1 (configuration not stated)	-5%	-6	0%
CCOC(=O)C1CCN(C(c2ccc(C)cc2)c2sc3nc(-c4ccco4)nn3c2O)CC1 (configuration not stated)	15%	11	1%
CCC(Sc1nc2cc(OC)c(OC)cc2c(=O)n1CCc1ccc(Cl)cc1)C(=O)NCCOC (configuration not stated)	16%	1	-6%
COc1cc(CNCCCSc2nnnn2C)cc(Br)c1OC	-6%	-14	4%
Cc1nn(-c2ccccc2)c(-n2cccc2)c1C(=O)N1CCN(c2ccccc2)CC1	4%	-18	3%
Cc1cc(C)cc(NC(=O)c2cc(S(=O)(=O)N3CCc4ccccc43)cn2C)c1	-3%	-2	11%
O=C(c1ccc2c(c1)N(Cc1cccc(F)c1)C(=O)c1ccccc1S2)N1CCC2(CC1)OCCO2	1%	10	2%
C=Cc1ccc(Cn2c(=O)n(-c3cccc(Cl)c3)c(=O)c3c4c(sc32)CN(C(C)=O)CC4)cc1	-21%	3	4%
Cc1ccc(N2C(=O)C(CC(=O)Nc3ccc(F)cc3)N(Cc3ccc4c(c3)OCO4)C2=O)cc1 (configuration not stated)	-23%	-16	1%
COc1ccc(C(=O)Nc2ccccc2)cc1S(=O)(=O)Nc1ccc(Br)cc1	-9%	-3	3%
CCCN1CCN(CCCNC(=O)c2ccc3c(c2)sc2nc(-c4ccc(C)cc4)cn23)CC1	1%	-16	1%
CC(Oc1ccccc1)C(=O)OCc1cc(=O)n2nc(C(C)C)sc2n1 (configuration not stated)	2%	-2	-5%
Cc1ccc2nc(-c3c[nH]c4ccccc34)c(Nc3ccccc3)n2c1	?	-1	1%
Cc1ccc(CSc2nnc3[nH]c(=O)cc(C)n23)cc1	9%	-17	-1%
Cc1ccc(/C=C/c2onc(C)c2S(=O)(=O)N2CCC(C(=O)N3CC(C)Oc4ccccc43)CC2)cc1 (configuration not stated)	?	-19	-9%
COc1cc(C2c3c(oc4ccccc4c3=O)C(=O)N2c2nncs2)cc(OC)c1OC (configuration not stated)	1%	12	10%
Cc1cccc(OCCCCn2nnc3sc4c(c3c2=O)CCC(C)C4)c1 (configuration not stated)	3%	9	1%
CCOCCc1nnc(NC(=O)C(=O)c2cc(C)n(-c3ccc(C)c(C)c3)c2C)s1	1%	2	7%
CCOc1cc2c(cc1OCC)C(CC(=O)OC)N(C(=O)Nc1cc(C)cc(C)c1)CC2 (configuration not stated)	16%	-2	-5%
CC1CCN(C(=O)c2cnn(-c3ccc(Cl)cc3)c2C2CCN(C(=O)OC(C)(C)C)CC2)CC1	-14%	0	-9%
COc1ccc(Cn2c(SCc3ccc(C(=O)NCc4cccs4)cc3)nc3cccnc32)cc1	-23%	-1	-14%
CCS(=O)(=O)c1ncc(Cl)c(C(=O)Nc2c(C(=O)c3ccc(C)cc3)oc3ccccc23)n1	-7%	0	2%
COc1ccc(N(Cc2cc3cc(OC)ccc3[nH]c2=O)C(=O)c2cccc(Cl)c2)cc1	22%	7	0%

Part of the list above in order of number of heavy atoms, descending.
SMILES	GLP-1R inv ag	D3 ag	HEK293 tox
CCCN1CCN(CCCNC(=O)c2ccc3c(c2)sc2nc(-c4ccc(C)cc4)cn23)CC1	1%	-16	1%
Cc1ccccc1Cn1c(C(=O)O)c(CNCc2cccc(F)c2)c2ccccc21	-4%	-24	2%
Cc1ccc(CSc2nnc3[nH]c(=O)cc(C)n23)cc1	9%	-17	-1%

(cont.)
SMILES	GLP-1R inv ag	D3 ag	HEK293 tox
COCCNC(=O)C(=O)NCC(c1cccnc1)N1CCN(c2ccccc2)CC1 (configuration not stated)	3%	4	-2%
O=C(O)c1ccc(NC(=O)c2ccc(Cl)c(S(=O)(=O)N3CCCCCC3)c2)cc1	0%	-6	3%
CC1=C(C(=O)OCc2ccccc2)C(c2cccc(Cl)c2Cl)CC(=O)N1 (configuration not stated)	-12%	-15	9%
COc1ccc(-c2nc3ccccc3s2)cc1NC(=O)c1ccc(F)cc1	12%	2	2%
O=C(NCCc1ccc(Cl)cc1)c1cnc2sc(N3CCOCC3)nn2c1=O	-5%	-2	4%
O=C(NCc1ccc(F)cc1)C1CCN(C(=O)c2ccc(-n3ccc4ccccc43)s2)CC1	6%	1	-16%
Cc1ccc2scc(N3CCCCC3C)c(=O)c2c1 (configuration not stated)	3%	2	-4%
O=C(Nc1cccc2c1CCCC2)N1CCOc2ccc(Cl)cc21	1%	0	1%
CCc1ccccc1NC(=O)c1sc(-n2nc(C)c(Cc3ccccc3)c2C)nc1C	15%	-23	0%
Cc1ccc(C)c(NC(=O)CCCn2c(C)c3cnn(-c4ccccc4)c(=O)c3c2C)c1	11%	-17	0%
O=C(CCc1nc(CN2CCN(S(=O)(=O)c3ccc(Br)cc3)CC2)no1)N1CCCCC1	-24%	-12	-45%
COc1cccc(CNc2nc3ccccc3c3nc(-c4cccc(C)c4)nn23)c1	37%[activator]	4	20%
CCC(Sc1nc2ccccc2c(=O)n1CCc1ccc(OC)c(OC)c1)C(=O)N(CC)CC (configuration not stated)	?	-6	-32%
Cc1oc(-c2ccc(Cl)cc2)nc1CS(=O)CC(=O)N1CCN(c2cccc(C(F)(F)F)c2)CC1 (configuration not stated)	3%	-6	1%
O=C(Cn1c(=O)c2cccn2c2ccccc21)NCc1ccccc1F	11%	5	-9%
Cc1ccccc1C(=O)Nc1cc2c(cc1N1CCOCC1)n(C)c(=O)n2C	32%[activator]	14	-5%
O=S(=O)(c1ccccc1)c1nnn2c1nc(NCc1ccccc1)c1cc(Cl)ccc12	-14%	2	22%
O=S(=O)(NCc1csc(-c2ccccc2)n1)c1ccccc1	1%	-10	2%
COc1ccccc1-c1c(C(F)(F)F)oc2c(CN3CCCCC3C)c(O)ccc2c1=O (configuration not stated)	-12%	1	-8%
CSc1cccc(NC(=O)C(c2ccccc2)N2Cc3ccccc3C2=O)c1 (configuration not stated)	?	-16	0%
O=C(NC1CC(=O)N(c2ccc(Cl)cc2)C1)C1CCCC1 (configuration not stated)	-4%	-20	1%
O=C(NCCSc1c[nH]c2ccccc12)c1ccc(Cl)cc1	?	-9	-9%
Clc1cccc(-n2ncc3c(NC4CCCCCC4)ncnc32)c1	10µM*	-12	-32%
O=C(NCCc1ccc(Cl)cc1)C(=O)NCC(c1ccco1)S(=O)(=O)c1cccs1 (configuration not stated)	3%	4	0%
CCCCC(=O)OC1=C(C(=O)c2ccccc2)N(CC)S(=O)(=O)c2ccccc21	?	-17	-25%

Reformatted: five of the compounds above.
SMILES | GLP-1R inv ag | D3 ag | HEK293 tox
COCCNC(=O)C(=O)NCC(c1cccnc1)N1CCN(c2ccccc2)CC1 (configuration not stated) | 3% | 4 | -2%
O=C(O)c1ccc(NC(=O)c2ccc(Cl)c(S(=O)(=O)N3CCCCCC3)c2)cc1 | 0% | -6 | 3%
CC1=C(C(=O)OCc2ccccc2)C(c2cccc(Cl)c2Cl)CC(=O)N1 (configuration not stated) | -12% | -15 | 9%
COc1ccc(-c2nc3ccccc3s2)cc1NC(=O)c1ccc(F)cc1 | 12% | 2 | 2%
O=C(NCCc1ccc(Cl)cc1)c1cnc2sc(N3CCOCC3)nn2c1=O | -5% | -2 | 4%

New compounds follow.
SMILES	GLP-1R inv ag	D3 ag	HEK293 tox
Cc1cc(C)cc(Nc2cc(C(=O)NCCCN(C)C3CCCCC3)c3ccccc3n2)c1	12%	21	-3%
O=C(CCSCc1cccc(Cl)c1)N1CCN(c2ccc(Cl)cc2)CC1	?	4	7%
CCN1CCN(C(c2ccc(C)cc2)c2sc3nc(-c4ccco4)nn3c2O)CC1 (configuration not stated)	6%	-5	6%
Cc1cc(NS(=O)(=O)c2ccc(NC(=O)COc3ccc(Cl)cc3)cc2)nc(C)n1	-13%	6	-4%
CC1=C(c2ccc(Cl)cc2)S(=O)(=O)N=C1N1CCN(c2cccc(C)c2C)CC1	-6%	13	12%
O=C(Nc1ccccc1C(=O)OCc1cc(=O)n2nc(C3CC3)sc2n1)c1ccc(Cl)cc1	5%	0	2%
Nc1c(C(=O)NCCc2ccccc2)nnn1CC(=O)Nc1ccc(Cl)cc1	-11%	-11	21%
Cc1ccc(NC(=O)C2CCCN(c3nc4ccccc4s3)C2)c(C)c1 (configuration not stated)	5%	18	-19%
N#C/C(=C\c1ccc(Cl)cc1)c1nc(-c2cc3c(ccc4ccccc43)oc2=O)cs1	3%	1	-10%
CCC(CC)C(=O)Nc1cccc(-c2nc3ccccc3s2)c1	?	-12	-15%
COc1ccc(-c2noc(CSc3nnc(Cc4ccccc4)n3-c3ccc(F)cc3)n2)cc1	?	3	6%
Cc1cccc(NC(=O)CSc2nc(-c3ccco3)nc3cc(=O)[nH]n23)c1	7%	7	-10%
COc1ccc(Cn2ccc3nc(C)c(C(=O)N4CCN(c5cc(C)ccc5C)CC4)cc3c2=O)cc1	?	4	-14%
CCCN(CCC)CCNC(=O)CS(=O)Cc1nc(-c2ccc(OC)c(OC)c2)oc1C (configuration not stated)	11%	7	-11%
CCCCNC(=O)CN1C(=O)c2cccnc2Sc2ccccc21	3%	-13	10%
O=C(NCc1ccc(F)cc1)c1cccc(N2CCCS2(=O)=O)c1	4%	-11	4%
CC(=O)c1ccc(N2CCN(c3ncnc4c3c(-c3ccccc3)cn4-c3ccc(C)c(Cl)c3)CC2)cc1	0%	16	1%
CCOc1ccccc1CNC(=O)CCCn1nc(C)c2sc3ccccc3c2c1=O	8%	-3	-8%
COc1cc(OC)c(NC(=O)Cn2nc(C)n3cccc3c2=O)cc1Cl	2%	-12	-1%
Cc1cccc(NC(=O)CCS(=O)(=O)c2ccc3c(c2)n(C)c(=O)c(=O)n3C)c1C	0%	9	-17%
CC(=O)N1c2ccc(S(=O)(=O)N3CCCCCC3)cc2CC1C(=O)NC(C)C (configuration not stated)	5%	-8	6%
CCOc1ccccc1NC(=O)CN(C)S(=O)(=O)c1ccc(C(=O)N2CCOCC2)s1	0%	-2	1%
O=C(NCCc1ccc(Cl)cc1)c1nc(-c2cccc(F)c2)n2c1CCCCC2	?	-11	-1%
COc1ccc(S(=O)(=O)NCCc2nnc3ccc(SCC(=O)Nc4cc(C)cc(C)c4)nn23)cc1	-3%	-4	-9%
COc1ccc(C2=Nc3ccccc3NC(c3cccs3)=N2)cc1	?	11	17%

New compounds follow:
SMILES	GLP-1R inv ag	D3 ag	HEK293 tox
CCS(=O)(=O)N1CC(=O)N(c2cc(C)ccc2C)C(C)(C(=O)NC2CCCCC2)C1 (configuration not stated)	11%	1	3%
CCN1C(=O)c2ccccc2S(=O)c2ccc(C(=O)NCc3ccc(F)cc3)cc21 (configuration not stated)	8%	-22	0%
COc1ccc(Cn2ccc3nc(C)c(C(=O)N4CCN(c5ccc(F)cc5)CC4)cc3c2=O)cc1	6%	12	-2%
CCOc1ccccc1CN1CCN(S(=O)(=O)c2ccccc2)CC1	?	-14	-7%
COc1ccc(NC(=O)c2oc3ccccc3c2NC(=O)Cc2coc3c(C)c(C)ccc23)cc1	?	-5	-29%
COc1ccc(S(=O)(=O)NCCc2cn3ccsc3n2)cc1OC	16%	18	-14%
CCC(C)NC(=O)c1ccc2nc(CCc3ccccc3)oc2c1 (configuration not stated)	1%	-5	8%
CCCc1cc(=O)[nH]c(SCC(=O)N2CCN(c3ccccc3OC)CC2)n1	5%	-14	1%
Cc1ccc(-n2nc(C)c(C(=O)NCCCN3CCN(c4cccc(Cl)c4)CC3)c2-n2cccc2)cc1	-34%	-18	2%
